TEAD-YAP inh: TEAD-YAP interaction inhibition; inhibition, % at 9.12 µM; HEK-TIYL cells, TEAD-Gal4/YAP UAS-luciferase luminescence; AID 1259422; hit rate 1.4% among 640,000; in the data active = inhibition above about 32%;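 also: 0% = median of test compound wells and 100% = reference inhibitor wells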
MITF inh: inhibitors of human MITF. AlphaScreen MITF homodimerization, bead proximity signal. inhibition, % at 2.6 µM. hit rate 0.91% among 650,000. AID 1259374; in the data active = inhibition above about 50%;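 also: 0% = vehicle wells with protein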
Target sequence (O75030 whole entry, looked up): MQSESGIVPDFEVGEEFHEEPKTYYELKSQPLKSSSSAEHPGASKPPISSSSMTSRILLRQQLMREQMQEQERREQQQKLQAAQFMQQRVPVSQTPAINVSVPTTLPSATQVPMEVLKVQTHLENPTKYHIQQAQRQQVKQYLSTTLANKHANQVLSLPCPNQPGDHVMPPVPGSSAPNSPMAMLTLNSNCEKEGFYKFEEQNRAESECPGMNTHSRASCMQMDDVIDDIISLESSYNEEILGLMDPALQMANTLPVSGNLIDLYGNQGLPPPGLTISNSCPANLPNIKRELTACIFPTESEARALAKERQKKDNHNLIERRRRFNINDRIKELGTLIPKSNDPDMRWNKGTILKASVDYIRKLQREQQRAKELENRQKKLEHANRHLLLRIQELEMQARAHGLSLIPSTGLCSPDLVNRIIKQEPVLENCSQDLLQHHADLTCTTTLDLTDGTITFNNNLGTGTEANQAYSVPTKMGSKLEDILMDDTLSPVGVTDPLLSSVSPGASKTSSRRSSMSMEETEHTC
GPR151 activ: human GPR151 activation; activation, % at 11.2 µM; PathHunter beta-arrestin GPR151 cells, luminescence; hit rate 1% among 650,000; AID 1508602; Q8TDV0; in the data active = activation above about 4.9%;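 also: 0% = median of compound wells and 100% = cells with positive control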
Target sequence (Q8TDV0 whole entry, looked up): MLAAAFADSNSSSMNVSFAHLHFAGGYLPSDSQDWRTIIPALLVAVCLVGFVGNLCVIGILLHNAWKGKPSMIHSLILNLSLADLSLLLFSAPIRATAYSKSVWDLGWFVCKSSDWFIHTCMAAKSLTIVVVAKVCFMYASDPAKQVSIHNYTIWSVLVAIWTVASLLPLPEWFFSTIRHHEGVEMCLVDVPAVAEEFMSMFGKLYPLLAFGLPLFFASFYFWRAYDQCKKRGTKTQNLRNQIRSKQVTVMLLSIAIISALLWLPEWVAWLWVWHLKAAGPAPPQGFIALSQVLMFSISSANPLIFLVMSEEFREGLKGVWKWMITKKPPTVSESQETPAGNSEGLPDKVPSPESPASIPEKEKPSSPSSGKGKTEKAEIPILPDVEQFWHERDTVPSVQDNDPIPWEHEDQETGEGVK
FBW7 act: activators of human E3 ligase FBW7; Q969H0; AlphaScreen FBW7–phospho-cyclin E peptide binding, activator screen; normalized activity (activation), % at 26.1 µM; hit rate 0.13% among 650,000; AID 1259310; in the data active = normalized activity above about 1.9%;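 also: purified mutant Fbw7 with reduced substrate affinity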
Numbers without * were called inactive; & = joins results of further samples; ! = a repeat was not active.

Start of the data: the first 3 records (preview)
Compound	TEAD-YAP inh	MITF inh	GPR151 activ	FBW7 act
CCCNC(=O)c1csc(NCc2ccc3c(c2)OCO3)n1	-4	9	1.3	-0.1
CCc1ccccc1NC(=O)c1ccc(OC(C)=O)cc1	-3	-4	-0.5	-0.1
CC(C)(C)C(=O)Nc1ccc(C(=O)NNC(=O)c2ccc(Cl)cc2Cl)cc1	2	15	-0.6	-0.2

The whole of this part, previewed entries included:
Compound	TEAD-YAP inh	MITF inh	GPR151 activ	FBW7 act
CCCNC(=O)c1csc(NCc2ccc3c(c2)OCO3)n1	-4	9	1.3	-0.1
CCc1ccccc1NC(=O)c1ccc(OC(C)=O)cc1	-3	-4	-0.5	-0.1
CC(C)(C)C(=O)Nc1ccc(C(=O)NNC(=O)c2ccc(Cl)cc2Cl)cc1	2	15	-0.6	-0.2
CCCOC(=O)c1ccc(N2CC(O)=C(c3nc4ccccc4s3)C2=N)cc1	6	-7	-0.4	0.0
CN(CC(=O)NCc1ccco1)c1nnc(N2CCCC2=O)s1	0	-3	0.3	-0.1
CC1CC(C)CN(S(=O)(=O)c2ccc(C(=O)Nc3cccc(-c4nc5ccccc5[nH]4)c3)cc2)C1 (stereo unspecified)	2	19	-1.4	0.4
CCS(=O)(=O)Nc1cccc(N2CCC(NCc3cccc(F)c3)CC2)c1	3	-8	-1.4	0.0
O=C(NCCN1CCN(C(=O)c2ccc(Cl)cc2)CC1)c1ccc(Cl)cc1	-2	6	0.2	-0.1

Fetched by structure from above:
Compound	TEAD-YAP inh	MITF inh	GPR151 activ	FBW7 act
CC(C)(C)C(=O)Nc1ccc(C(=O)NNC(=O)c2ccc(Cl)cc2Cl)cc1	2	15	-0.6	-0.2
CC1CC(C)CN(S(=O)(=O)c2ccc(C(=O)Nc3cccc(-c4nc5ccccc5[nH]4)c3)cc2)C1 (stereo unspecified)	2	19	-1.4	0.4

Continuation:
Compound	TEAD-YAP inh	MITF inh	GPR151 activ	FBW7 act
COc1ccc(C(=O)C[N+]2=C(C)c3cccn3CC2)cc1	-17	10	0.1	0.0
CN1CCN(C(=O)/C(=C/c2cccc([N+](=O)[O-])c2)NC(=O)c2cccs2)CC1	2	19	0.0	0.3
O=C1/C(=C\c2ccc(-c3cccc(Cl)c3)o2)Sc2ccccc21	-5	-7	0.5	-0.1
COCCNC(=O)/C(C#N)=C/c1ccc(OCC(=O)NCC2CCCO2)cc1 (stereo unspecified)	1	-5	0.5	-0.1
Cc1ccc(OCCNCCO)c(Cl)c1	11	16	1.0	0.0
Cn1/c(=N/NC(=S)NC(=O)C2CC2)sc2ccccc21	20	-3	0.3	0.1
O=C(CN1C(=O)NC(Cc2c[nH]c3ccccc23)C1=O)Nc1ccc(F)cc1F (stereo unspecified)	0	-6	0.6	0.0
CS(=O)(=O)C1=C(O)C(=O)N(c2ccccc2)C1c1ccccc1 (stereo unspecified)	9	4	0.0	-0.1
CC1=Nc2nc(N3CCCC3)c(C#N)c3c4c(nc(c23)N1)N(c1ccc(C)c(C)c1)C(=O)C4	4	-2	-0.6	-0.1
O=C(c1ccco1)N1CCN(CC(O)COCc2ccc(Cl)cc2)CC1 (stereo unspecified)	4	48	-1.0	0.0
O=C(CN1C(=O)CCC1=O)Nc1ccc(OC(F)F)cc1	12	10	1.9	-0.1
COc1ccc(CNC2CCCC(C)C2)cc1 (stereo unspecified)	-7	14	0.7	0.4
COc1ccnc(N2CCC(N(Cc3ccco3)C(=O)Nc3cccc(F)c3)CC2)n1	-5	-12	-1.4	0.0
CSc1ccccc1NC(=O)Cc1cc(=O)oc2cc(C)ccc12	6	-2	1.1	0.1
CC(C(=O)NCCN1CCOCC1)n1c2ccccc2c2cn[nH]c(=O)c21 (stereo unspecified)	1	-1	6.2*	-0.1
CNC(=O)C(Sc1ncnc2sc(C)c(C)c12)C(C)=O (stereo unspecified)	2	6	2.9	-0.4
Cc1ccc(OCc2ccc(-c3nc(C#N)c(N(C)C)o3)o2)cc1	-6	24	-1.2	0.0
C=CCn1c(=NC(=O)CN2C(=O)c3ccccc3C2=O)sc2cccc(OC)c21	3	7	1.2	-0.1
Cc1ccc(CNC(=O)CSc2nc3nc(C)c(Cc4ccc(Cl)cc4)c(C)n3n2)cc1	-2	-1	-1.9	0.0
Cn1c(SCC(=O)N2CCOCC2)nnc1-c1cc(Br)ccc1O	5	18	-1.0	0.0
CC1=CC2=NC(=O)/C(=C\c3ccc(OCc4ccc5c(c4)OCO5)cc3)C(=N)N2O1	-27	9	-6.6	0.0
Cc1ccc(NC(=O)c2cc3cc(Cl)ccc3oc2=O)cc1	6	5	-0.9	0.0
CCCCN(CC)CCNS(=O)(=O)c1ccc2c(c1)CCN2C(=O)CC	4	2	1.0	0.0
COC(=O)c1ccc(NC(=O)c2ccc(C(=O)Nc3ccc(C(=O)OC)cc3)cc2)cc1	1	3	1.0	-0.1
CC(=O)CC(C)C(=O)N1CCC[C@@H]2CN(C(=O)CCCc3ccccc3)CC[C@@H]21 (stereo partly specified)	-7	1	0.8	-0.1
Cc1ccc(C2CC(C(F)(F)F)n3nc(C(=O)N4CCN(c5ccc(F)cc5)CC4)c(Cl)c3N2)cc1 (stereo unspecified)	24	0	0.3	0.2
CCOC(=O)c1ccc(NC(=O)COC(=O)c2cccnc2)cc1	-1	7	-0.4	-0.1
CCNC(=O)COC(=O)c1ccc(Br)o1	10	5	-0.4	0.1
Cc1ccc(Cl)c(NC(=O)COC(=O)c2cc[n+]([O-])cc2)c1Cl	5	1	-0.6	-0.2
CCOc1ccccc1Nc1nc(-c2ccc(OC)c(OC)c2)cs1	-17	9	-0.9	0.1
Cc1ccccc1Nc1coc2ccc3c(C)cc(=O)oc3c12	9	-1	1.3	-0.1
CCC(=O)c1ccc(OCC(O)Cn2cnc3ccccc32)cc1 (stereo unspecified)	0	-14	3.5	0.0
C/C(=N\NC(=O)c1nnn(-c2nonc2N)c1-c1ccccc1)c1ccc(Cl)cc1	-12	-7	-1.5	0.1
Clc1ccccc1CN1CCN(CC2CC=CCC2)CC1 (stereo unspecified)	0	60*	-0.6	0.1
Cc1ccc(-c2nnc(N3CCN(C(=O)CN4CCCC4)CC3)c3ccccc23)cc1	1	8	0.5	0.4
COc1ccc(Nc2nc(N3CCCC(C)C3)nc3[nH]ncc23)cc1 (stereo unspecified)	-18	15	-0.1	0.2
CCOC(=O)c1sc(NC(=O)CCOc2ccccc2)nc1C	-12	-5	1.0	-0.1
CCN(CC)c1cc(Nc2ccc(-c3ccccc3)cc2)c([N+](=O)[O-])c2nonc12	-2	5	-0.1	0.1
Cc1cc(C)cc(NC(=O)C(=O)NCc2ccncc2)c1	0	-5	0.0	0.0
COc1ccc(OC)c(NC(=O)C2=C(C)NC(=O)NC2c2ccccc2OC)c1 (stereo unspecified)	5	-1	1.7	0.3
COc1ccc(OC)c2[nH]c(=O)c(CCNC(=S)NC(C)(C)C)cc12	-7	5	1.5	0.2
Cc1sc(NC(=O)c2cccnc2)nc1-c1ccc(Cl)cc1	14	2	0.3	-0.1
O=C(COC(=O)c1ccccc1I)NNC(=O)c1ccccc1	-10	0	0.7	0.1
Cc1cc(NC(=O)C2CC=CCC2C(=O)O)ccc1NC(=O)c1ccccc1 (stereo unspecified)	9	5	-0.3	0.2
Cc1nc2ccccn2c1C(=O)NCCc1ccccn1	10	20	1.5	1.6
CC(=O)c1c(C)oc2c1C(=O)c1ccccc1C2=O	-8	2	0.5	0.0
COc1cc(C2C(C(=O)Nc3ccc(Br)cn3)=C(C)NC3=C2C(=O)CC(C)(C)C3)ccc1O (stereo unspecified)	3	-10	-0.6	0.1
CCOC(=O)c1sc2nc(SCC(=O)NCc3ccccc3)n(Cc3ccccc3Cl)c(=O)c2c1C	-5	-4	0.9	0.0
O=C(Nc1nc(-c2cc3cc(Br)ccc3oc2=O)cs1)c1ccccc1	2	4	-1.2	-0.1
COC(=O)C1=C(C)N(c2ccc(F)cc2)/C(=C/c2ccc(O)cc2)C1=O	-4	13	0.4	0.1
COC(=O)C1C(c2ccc(OC)cc2)Nc2nnc(C(F)(F)F)n2C1(C)O (stereo unspecified)	0	-6	1.6	-0.1
CCCNC(=O)Cn1cnc2sc(C(=O)NCC3CCCO3)c(C)c2c1=O (stereo unspecified)	-11	-4	-2.8	0.0
CCN1CCN(Cc2ccccc2OCC(O)CN2CCc3ccccc3C2)CC1 (stereo unspecified)	-1	-8	1.4	-0.2
COc1ccc2cc(S(=O)(=O)Nc3ccccn3)ccc2c1	6	15	-1.6	0.3
Cc1c(Br)c([N+](=O)[O-])nn1C(C)C(=O)NC(C)C (stereo unspecified)	-1	-17	-0.7	0.0
CCOc1ccc(/C(C)=N\NC(=O)CCn2cnc3ccccc32)cc1	-1	1	-1.3	-0.1

New compounds follow:
Compound	TEAD-YAP inh	MITF inh	GPR151 activ	FBW7 act
CCOC(=O)/C=C(\C)Nc1ccc(Cl)cc1	3	11	0.1	0.1
O=C1COc2cc(-c3c(N4CCCCCC4)c(=O)c3=O)ccc2N1	-11	2	-3.6	0.0
O=C1CC(=O)N2N=C(Cc3ccccc3)SC2=N1	6	17	-0.8	1.2
O=C(CSc1nnc(CNC(=O)c2cccs2)n1-c1cccc(C(F)(F)F)c1)Nc1nc2ccccc2s1	-1	-3	2.1	0.0
O=C(c1ccc([N+](=O)[O-])cc1)c1nn2c(nc(=O)c3ccccc32)s1	9	-7	-1.6	0.4
N=C(N)c1ccc(OCCCCCOc2ccc(C(=N)N)cc2)cc1	44*!	-20&5&-1	2.1&-0.5&-2.1&-1.0	-0.1&0.1&-0.1
CC1CCCC/C1=N\Nc1ccc([N+](=O)[O-])cc1 (stereo unspecified)	-16	-10	2.7	-0.2
O=C(N/N=C/c1cccc(O)c1)c1cc(-c2ccc3c(c2)OCO3)n[nH]1	-5	0	-2.0	0.1
CCOc1cc(/C=C2/C(=N)N3N=C(CC)SC3=NC2=O)cc(Br)c1OCCOc1ccc(Br)cc1	-12	-5	-0.8	0.0
COc1ccccc1N1CCN(C2CCCN(C(=O)c3cc4ncccn4n3)C2)CC1 (stereo unspecified)	-4	-1	0.2	-0.2
CN(C(=O)c1ccsc1)C(Cc1ccccc1)C1CCN(C(=O)C2CCCO2)CC1 (stereo unspecified)	2	21	0.0	1.1
COc1cc(CN2CCCC(c3[nH]ncc3C)C2)cc(OC)c1OC (stereo unspecified)	8	1	0.4	-0.1
O=C(O)C(Cc1ccccc1)N1C(=O)CSC1=S (stereo unspecified)	0	-6	-0.4	0.0
O=C(NCC1CCCN1S(=O)(=O)c1ccccc1)C(=O)NC1CCCCC1 (stereo unspecified)	-7	-9	21*	0.0
O=C1CN(c2ccc(Cl)cc2)C(=O)CN1/N=C/c1ccco1	10	8	2.4	0.2
CC(Sc1ccccc1)C(=O)Nc1ccccc1F (stereo unspecified)	-13	16	1.3	0.0
N/C(=C\C(=O)C(F)(F)F)c1ccc(Cl)cc1	3	2	0.1	0.6
C=CCNC(=S)NC(=O)c1cccc([N+](=O)[O-])c1	4	-10	2.6	-0.3
Cc1ccc(C)c(N2CCN(C(=O)CCN3C(=O)COc4ccccc43)CC2)c1	-8	-5	-1.0	0.0
CN(C)c1cccc(NC(=O)c2c(C(F)(F)F)nc3ccccn23)c1	11	0	-0.3	0.3
COc1ccc(-c2cc(N3CCCC3)ncn2)cc1	-34	10	-0.3	0.0
Cc1ccc(C(=O)NCCn2c(C)cc3ccccc32)cc1[N+](=O)[O-]	11	11	0.3	0.0
Clc1ccccc1CN(Cc1ccccc1)c1ncnc2c1ncn2Cc1ccccc1Cl	1	10	2.3	0.2
O=C(NCCc1ccccc1)c1cc2n(n1)C(C(F)(F)F)CC(c1cccs1)N2 (stereo unspecified)	-1	-2	-0.4	-0.1
Cc1ccc(C(=O)Nc2ccc(OCC(=O)O)cc2)cc1	37*	8	0.0	-0.1
O=C(N/N=C/c1cccc(O)c1)c1ccc(O)cc1	21	9	0.0	0.0
c1ccc(CNc2ccnc(NCCN3CCOCC3)n2)cc1	4	2	-1.3	0.0
CCOC(=O)c1c(-c2ccc(OC)cc2)oc2ccc(O)cc12	-7	10	0.4	0.0
O=C(COc1ccc(Cl)cc1)NC1CCCCCCCCCCC1	13	9	-0.1	0.3
CCOC(=O)c1ccc(NC(=O)c2cn(C)nc2Br)cc1	-42	-7	-0.2	-0.1
COc1cc(C2SCC(=O)N2Cc2ccccc2)ccc1O (stereo unspecified)	4	2	1.7	0.1
N#C/C(=C\c1cccc(OCC(N)=O)c1)c1ccc([N+](=O)[O-])cc1	5	2	1.0	-0.2
N#C/C(=C(/O)COC(=O)c1cc(=O)[nH]c(=O)[nH]1)c1nc2ccccc2[nH]1	0	13	-1.3	0.0
Cc1c(S(=O)(=O)NCCc2ccccc2)c(=O)n(C)c(=O)n1C	-2	-11	3.1	-0.1
CCCc1nc2ccccc2c(C(=O)O)c1CC	-2	25	0.5	0.2

Complete entries, looked up by structure:
`Cc1c(S(=O)(=O)NCCc2ccccc2)c(=O)n(C)c(=O)n1C` as listed: TEAD-YAP inh: -2; MITF inh: -11; GPR151 activ: 3.1; FBW7 act: -0.1
`Cc1ccc(C(=O)Nc2ccc(OCC(=O)O)cc2)cc1` as listed: TEAD-YAP inh: 37*; MITF inh: 8; GPR151 activ: 0.0; FBW7 act: -0.1

Screening data from PubChem.
